Screening results (PubChem BioAssay)
Growth percent in the NCI-60 one-dose screen (48 h, 10 µM unless noted): 100 = growth as untreated, 0 = no growth, -100 = all killed.
HOP-92: HOP-92 NSCLC cells | hit rate 6.3% among 71,000
CCRF-CEM: CCRF-CEM leukemia. hit rate 7% among 77,000. AID 1794778
M14: M14 melanoma; hit rate 6.2% among 80,000; AID 1794745
HOP-62: HOP-62 NSCLC | hit rate 3.9% among 80,000
A549/ATCC: A549/ATCC NSCLC | hit rate 3.7% among 81,000
MOLT-4: MOLT-4 leukemia cells | AID 1794779 | hit rate 6.9% among 80,000
EKVX: EKVX NSCLC | hit rate 3% among 71,000 | AID 1794765
RPMI-8226: RPMI-8226 leukemia cells; hit rate 7.5% among 77,000; AID 1794781
The depositor's hits bear a star; x = not tested or not shown; & = joins results of further samples; [ ] = dose if it differs, or a comment. How the source made its calls: active means growth percent below 10; inactive means the rest. Some of the compounds tested, so the mix of outcomes need not match the whole.

1. C[C@]12CC[C@@H](OC(=O)N(CCCl)N=O)C[C@@H]1CC[C@@H]1[C@@H]2CC[C@]2(C)C(=O)CC[C@@H]12
2. CC(NC(=O)C(Cl)(Cl)Cl)C(=O)O (stereo not given)
3. O=C1CCC2(O)[C@@H]3Cc4ccc(O)c5c4[C@]2(CCN3Cc2ccoc2)C1O5 (stereo not given in full)
4. CC(C)(C)c1ccc(OP(=O)(Oc2ccccc2)Oc2ccc(C(C)(C)C)cc2)cc1
5. CCOC(=O)[C@@H](C)C[C@H](Cc1ccccc1)NC(=O)c1nc([C@@H](C[C@H](C(C)C)N(C)C(=O)[C@@H](NC(=O)[C@H]2CCCCN2C)C(C)C)OC(C)=O)sc1CCOCc1ccccc1
6. Nc1ccc(Cl)c(Cl)c1
7. O=c1c2ccccc2nc(-c2ccccc2Cl)n1-c1nnc(C(F)(F)F)s1
8. COc1cc(C=Nc2cccc(C(=O)O)c2)ccc1N(CCCl)CCCl

Assay by compound	1	2	3	4	5	6	7	8
HOP-92	-10*	85	100	56	-17*	x	x	101
CCRF-CEM	27	x	98	86	0.3*	98	7.4*	102
M14	73	106	100	98	-57*	99	35	104
HOP-62	39	112	106	99	-43*	97	59	118
A549/ATCC	10	96	102	87	-31*	101	37	97
MOLT-4	29	99	101	90	-2.1*	103	3.9*	98
EKVX	60	x	x	88	11	x	x	x
RPMI-8226	22	99	101	85	-32*	114	0.8*	100

Reformatted with values under each structure: part of the list above.
Below each compound – HOP-92, CCRF-CEM, M14, HOP-62, A549/ATCC, MOLT-4, EKVX, RPMI-8226
5	CCOC(=O)[C@@H](C)C[C@H](Cc1ccccc1)NC(=O)c1nc([C@@H](C[C@H](C(C)C)N(C)C(=O)[C@@H](NC(=O)[C@H]2CCCCN2C)C(C)C)OC(C)=O)sc1CCOCc1ccccc1
  -17*, 0.3*, -57*, -43*, -31*, -2.1*, 11, -32*
6	Nc1ccc(Cl)c(Cl)c1
  x, 98, 99, 97, 101, 103, x, 114
7	O=c1c2ccccc2nc(-c2ccccc2Cl)n1-c1nnc(C(F)(F)F)s1
  x, 7.4*, 35, 59, 37, 3.9*, x, 0.8*

Further compounds follow.
9. S=c1nc2[se]c3c(c2c(Nc2ccccc2)[nH]1)CCCCC3
10. O=C1NC(=O)C(=Cc2ccc(OCC(=O)N3CCOCC3)cc2)C(=O)N1
11. COC(CN(C)Cc1c[nH]c2ccccc12)OC
12. CNC(Cc1ccccc1)c1ccco1 (stereo not given)
13. COC(=O)[C@@H](C)C[C@H](Cc1ccccc1)NC(=O)c1csc([C@@H](C[C@H](C(C)C)N(C)C(=O)[C@@H](NC(=O)CN(C)C)C2CC2)OC(C)=O)n1
14. CC(Cc1ccc(O)cc1)NCC(O)c1cc(O)cc(O)c1 (stereo not given)
15. Nc1nnc(Sc2nc3ccc(Cl)cc3c(=O)n2-c2ccc(Cl)cc2)s1
16. CCSP(=S)(SC)SCC

Assay by compound	9	10	11	12	13	14	15	16
HOP-92	73	102	x	97	26	62	46	101
CCRF-CEM	94	104	110	108	10	105	100	105
M14	101	102	99	95	13	106	90	101
HOP-62	97	102	99	94	19	97	83	90
A549/ATCC	96	98	96	97	14	103	89	x
MOLT-4	100	105	97	103	17	103	92	103
EKVX	83	101	x	101	46	98	x	101
RPMI-8226	105	116	104	114	34	95	88	115

Single entries from the list.
compound 12 in EKVX is entered as 101
compound 5 in EKVX is entered as 11
compound 16 in HOP-92 is entered as 101
compound 13 in EKVX is entered as 46

(list continues)
17. OCCCCCNC1CCCCC1
18. O=P(N1CC1)(N1CC1)N1CCN(P(=O)(N2CC2)N2CC2)CC1
19. O=C(Nc1ccc(S(=O)(=O)F)c(Cl)c1)Oc1ccccc1
20. CC1(C)N=C(N)N=C(N)N1c1ccc(CCc2ccc(S(=O)(=O)F)cc2)c(Cl)c1
21. CNCCc1cc2c(cc1C=O)OCO2
22. ClCCN1c2ccccc2Sc2c1ccc1ccccc21
23. O=[N+]([O-])c1ccc(O)c(CBr)c1
24. O=c1oc2cc(Br)ccc2n1SC(Cl)(Cl)Cl

Assay by compound	17	18	19	20	21	22	23	24
HOP-92	96	80	x	x	106	x	95	121
CCRF-CEM	x	91	96	102	99	84	101	x
M14	101	109	99	119	94	102	102	95
HOP-62	111	98	97	105	90	115	105	93
A549/ATCC	107	82	102	101	105	110	102	98
MOLT-4	84	93	93	112	94	94	100	101
EKVX	x	98	x	x	x	86	101	97
RPMI-8226	102	99	112	111	103	91	102	x

25. Nc1nc(N)c2cnnn2n1
26. O=C(O)COc1ccc(Cl)cc1Cl
27. CCNc1nc2c(s1)C1=CC[C@@H]3[C@H](CC[C@]4(C)C(=O)CC[C@@H]34)[C@@]1(C)CC2
28. CCC(=O)c1ccc(N)cc1
29. COCCn1cc(C(=O)C2C(C)(C)C2(C)C)c2ccccc21
30. CCOP(=O)(OCC)OCc1ccc(C)cc1C
31. CCN(CCCCO)CCc1c[nH]c2ccc(OC)cc12
32. C[C@]12CC=CC[C@@H]1CC[C@@H]1[C@@H]2CC[C@@]2(C)[C@H]1CC[C@]2(C)O

Assay by compound	25	26	27	28	29	30	31	32
HOP-92	x	101	121	85	97	90	106	117
CCRF-CEM	101	110	109	82	120	103	96	x
M14	106	102	95	x	92	97	95	101
HOP-62	110	99	106	103	99	70	97	108
A549/ATCC	98	100	102	102	104	68	87	110
MOLT-4	98	108	101	96	99	100	98	78
EKVX	101	x	102	119	93	91	99	x
RPMI-8226	106	107	101	100	98	103	100	94

33. O=[N+]([O-])c1ccc2c3c(cccc13)-c1ccccc1-2
34. COc1ccc(CC2=NCCc3cc(OC)c(OC)cc32)cc1OC
35. CCN(CC)CP(CN(CC)CC)CN(CC)CC
36. Cc1ccc2c(c1)Cc1c(C(=O)NN3CCCCC3)nn(-c3ccc(Cl)cc3Cl)c1-2
37. C[C@]12C[C@H](O)[C@H]3[C@@H](CCC4=CC(=O)CC[C@@]43C)[C@@H]1CC[C@@H]2O
38. Cc1cnc(/C=C/C(=O)O)cc1-c1cc2c(cc1C)C(C)(C)CCC2(C)C
39. CCCCOC(N)=O
40. CN(C)CCc1cn(C2CCC2)c2cccc(O)c12

Assay by compound	33	34	35	36	37	38	39	40
HOP-92	87	40&62	73	56	95	57	x	x
CCRF-CEM	x	78&101	x	71	97	85	102	57
M14	103	72&83	97	84	98	77	97	16
HOP-62	108	81&70	103	93	105	94	105	82
A549/ATCC	102	101&91	90	68	x	63	109	72
MOLT-4	95	92&108	86	54	103	85	97	57
EKVX	x	113&85	x	76	95	46	x	95
RPMI-8226	96	101	92	68	98	50	114	24

41. C[C@]12CC[C@@H]3c4ccc(Oc5nc(N6CC6)nc(N6CC6)n5)cc4CC[C@H]3[C@@H]1CCC2=O
42. O=[P+](O)c1ccccc1
43. ClP(Cl)(c1ccccc1)(c1ccccc1)c1ccccc1
44. O=C(O)c1ccc2c3c(n[se]c13)-c1ccccc1C2=O
45. Cl[Se](Cl)(c1ccccc1)c1ccccc1
46. O=S1(=O)OCCOS(=O)(=O)C1(Br)Br
47. CCC1CN1P(=O)(c1ccccc1)N1CC1CC (stereo not given)
48. Cc1ccc2c(c1N)C(=O)c1ccccc1C2=O

Assay by compound	41	42	43	44	45	46	47	48
HOP-92	104	101	89	93	92	98	98	92
CCRF-CEM	3.4*	80	97	115	90	96	113	102
M14	45	100	101	99	108	98	101	105
HOP-62	12	94	101	111	101	82	107	103
A549/ATCC	25	107	93	100	101	97	104	96
MOLT-4	-25*	107	114	102	99	103	87	101
EKVX	x	115	94	98	x	97	107	61
RPMI-8226	0.4*	99	96	101	x	102	104	93

49. CCCCCCCCOP(=O)(N1CC1C)N1CC1C (stereo not given)
50. O=C(CBr)c1c[nH]c(=O)[nH]c1=O
51. CNC(=O)Oc1ccc2ccccc2c1
52. CN[C@@]1(c2ccccc2Cl)CCCC[C@@H]1NCc1ccccc1
53. N[C@@H](CCC(=O)CBr)C(=O)O
54. O=[N+]([O-])CC(O)C(Cl)(Cl)Cl (stereo not given)
55. O=C(OCCc1ccccc1)C(Cl)(Cl)Cl
56. COc1ccc2c(c1)NC1=C(C(=O)OC1)C2c1cc(OC)c(OC)c(OC)c1 (stereo not given)

Assay by compound	49	50	51	52	53	54	55	56
HOP-92	72	x	102	90	90[20 µM]	93	82	5.9*
CCRF-CEM	x	x	91	95	99[20 µM]	-21*	x	6.8*
M14	107	100	102	99	101[20 µM]	104	98	6.4*
HOP-62	109	100	101	97	99[20 µM]	100	109	44
A549/ATCC	100	98	98	99	99[20 µM]	106	103	16
MOLT-4	115	106	81	107	104[20 µM]	107	113	5.8*
EKVX	x	x	95	98	101[20 µM]	101	99	54
RPMI-8226	95	95	101	96	102[20 µM]	72	93	13

57. Cc1ccccc1C(=O)N1CC1C (stereo not given)
58. CC[C@H](C)[C@H](NC(=O)N[C@@H](C)c1ccccc1)C(=O)N(C)[C@H](C[C@@H](OC(C)=O)c1nc(C(=O)N[C@@H](Cc2ccccc2)C[C@H](C)C(=O)OC)cs1)C(C)C
59. CC[C@@]1(O)CC[C@@]2(C)[C@@H](CC[C@@H]3[C@@H]2CC[C@]2(C)[C@@H](O)CC[C@@H]32)C1
60. Cc1c(C)c(N)c(C)c(C)c1N
61. CC(O)C1CCC2C3CCC4=CC(=O)CCC4(C)C3CCC12C (stereo not given)
62. CC(C)(C)c1ccc(OP(=O)(Oc2ccc(C(C)(C)C)cc2)Oc2ccc(C(C)(C)C)cc2)cc1
63. ClC(Cl)c1nc2ccccc2s1
64. COc1cc(OC)c(S(=O)(=O)N(CCCl)CCCl)cc1C(=O)/C=C/c1ccccc1

Assay by compound	57	58	59	60	61	62	63	64
HOP-92	96	73	38	98	90	81	95	92
CCRF-CEM	98	11	101	92	75	92	109	76
M14	112	-12*	105	99	87	112	105	98
HOP-62	101	23	107	91	94	110	88	108
A549/ATCC	107	31	94	80	83	100	102	99
MOLT-4	102	22	94	84	56	101	92	93
EKVX	118	37	107	108	59	107	100	100
RPMI-8226	108	16	92	99	55	87	98	95

Along the list, from the results shown.
HOP-62, compounds 57–64 → 101, 23, 107, 91, 94, 110, 88, 108
RPMI-8226, compounds 57–64 → 108, 16, 92, 99, 55, 87, 98, 95

Next section
65. CC(=O)c1cc2c(cc1O)C(C)(C)CCC2(C)C
66. COCCOC(=O)Cc1ccccc1
67. CC(=O)O[C@H]1CCC2C3CCC4=C/C(=N/O)CCC4(C)C3CCC21C (stereo not given in full)
68. CCCCCN(CCCCC)CC(O)c1ccc(Cl)c(Cl)c1 (stereo not given)
69. CNC(=O)O/N=C/C(C)(C)SC
70. Cc1cc(C)c(C)c(C(O)(C(=O)O)c2ccccc2)c1C (stereo not given)
71. CCC(C)(Cl)c1ccccc1 (stereo not given)
72. Cc1cc(C)cc(Nc2nc3c(s2)CC[C@@]2(C)C3=CC[C@@H]3[C@@H]2CC[C@]2(C)C(=O)CC[C@@H]32)c1

Assay by compound	65	66	67	68	69	70	71	72
HOP-92	97	102	90	61	x	67	95	71
CCRF-CEM	102	107	x	97	100	108	x	3.4*
M14	103	111	80	84	110	109	99	83
HOP-62	93	100	93	105	107	x	101	90
A549/ATCC	94	101	100	91	x	104	104	73
MOLT-4	99	106	73	85	87	99	47	10
EKVX	99	98	88	87	x	102	109	89
RPMI-8226	x	106	89	99	107	105	110	4.2*

73. O=C1NC(=S)NC(=O)C1=Cc1ccc(F)cc1
74. O=C(O)C1CC2(Cl)C(Cl)=C(Cl)C1(Cl)C2(Cl)Cl (stereo not given)
75. C[C@]12CCc3sc(Nc4ccc(O)cc4)nc3C1=CC[C@@H]1[C@@H]2CC[C@]2(C)C(=O)CC[C@@H]12
76. COc1cccc(C2N3CCCN2CC3)c1 (stereo not given)
77. CCOP(=O)(OCC)c1nc(-c2ccccc2)oc1N(C)CCBr
78. CC1CNCCN1c1ccc(Cl)cc1 (stereo not given)
79. Cc1nnc(N/N=C/c2ccc(N(CCCl)CCCl)cc2)n1N
80. [N-]=[N+]=NCc1ccccc1

Assay by compound	73	74	75	76	77	78	79	80
HOP-92	105	x	126	93	101	109	65	x
CCRF-CEM	109	99	8.3*	102	104	97	66	102
M14	104	106	58	100	106	113	100	96
HOP-62	101	108	93	119	106	99	89	104
A549/ATCC	106	103	79	101	103	110	87	102
MOLT-4	111	93	11	96	98	94	69	97
EKVX	94	97	98	105	101	x	109	95
RPMI-8226	118	x	-25*	101	108	109	92	99

Reprinted at random: three records from the list.
73. O=C1NC(=S)NC(=O)C1=Cc1ccc(F)cc1
77. CCOP(=O)(OCC)c1nc(-c2ccccc2)oc1N(C)CCBr
74. O=C(O)C1CC2(Cl)C(Cl)=C(Cl)C1(Cl)C2(Cl)Cl (stereo not given)

Assay by compound	73	77	74
HOP-92	105	101	x
CCRF-CEM	109	104	99
M14	104	106	106
HOP-62	101	106	108
A549/ATCC	106	103	103
MOLT-4	111	98	93
EKVX	94	101	97
RPMI-8226	118	108	x

(more compounds)
81. COc1cc2c(cc1OC)C13CCN4CC5=CCOC6CC(=O)N2C1C6C5C3C4 (stereo not given) (tested in a mixture with another compound)
82. O=C(NC(O)C(Cl)(Cl)Cl)c1ccccc1O (stereo not given)
83. CN(C)CCCN1CC2CCCCC2C1 (stereo not given)
84. NC(Cc1cnc[nH]1)C(=O)NC(Cc1cnc[nH]1)C(=O)O (stereo not given)
85. O=C1NC(=O)C(Cc2ccccc2)(Cc2ccccc2)C(=O)N1Cc1ccccc1
86. Cc1nnc(NN=O)nc1C

Assay by compound	81	82	83	84	85	86
HOP-92	97	115	96	102	x	108
CCRF-CEM	96	x	98	105	68	109
M14	109	110	102	92	82	89
HOP-62	94	x	97	90	101	102
A549/ATCC	96	101	97	86	77	109
MOLT-4	98	x	104	104	65	105
EKVX	101	100	102	106	89	125
RPMI-8226	109	105	101	97	59	105
